Screening results (PubChem)
MRP1 act – H69AR viability gain despite doxorubicin, primary screen, MRP-1 activator project, H69AR cells, CellTiter-Glo; AID 799, 2007; viability increase, % at 10 µM; hit rate 0.61% among 140,000; viability rescue;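 active = viability gain under doxorubicin at or above a set limit, the compound median plus 3 SD, cut at about 4.7% in these data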;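 note: MRP-1 overexpressing cells given doxorubicin 25 µM after compound pretreatment; 18-22 h compound pretreatment then 72 h with doxorubicin before readout; 0% = doxorubicin-only wells and 100% = vehicle-treated cells without doxorubicin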
GALR2 antag – GALR2 antagonists in receptor-expressing cells, primary screen; antagonist mode; inhibition, % at 4 µM; hit rate 0.39% among 140,000; AID 828, 2007; in the data active = inhibition above about 27%;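 note: cells stimulated with galanin 1-16 at roughly its EC80; 0% = agonist challenge control and 100% = basal control without agonist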
Target sequence (O43603 whole entry, looked up): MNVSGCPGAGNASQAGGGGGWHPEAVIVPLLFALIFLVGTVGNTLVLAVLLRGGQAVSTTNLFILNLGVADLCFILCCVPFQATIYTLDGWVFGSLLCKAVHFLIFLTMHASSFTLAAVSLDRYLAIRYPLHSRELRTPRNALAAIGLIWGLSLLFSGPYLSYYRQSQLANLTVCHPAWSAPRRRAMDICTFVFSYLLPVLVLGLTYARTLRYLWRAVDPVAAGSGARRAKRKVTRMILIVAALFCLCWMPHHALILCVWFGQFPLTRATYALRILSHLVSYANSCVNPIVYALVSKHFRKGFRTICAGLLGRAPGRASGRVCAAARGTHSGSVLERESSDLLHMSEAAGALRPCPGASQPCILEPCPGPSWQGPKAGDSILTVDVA
HCT116 PTEN-null – growth suppression of PTEN-null HCT116, primary screen, cell-based, CellTiter-Glo; HCT116 PTEN-null viability, 60 h; active compounds read low; viability, % at 10 µM; hit rate 1.2% among 140,000;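 active = viability at or below a set limit, 4 SD under the median of all tested compounds, cut at about 3.7% in these data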;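 note: PTEN knockout HCT116 line with beta catenin targeted HCT116 as companion control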
Measles CPE – compounds protecting cells from measles virus cytopathic effect, primary screen, measles RdRp inhibitor project, single point, MLSMR library, absorbance; Measles virus-infected cells, CPE protection; protection (pct of control), % at 4 µM; hit rate 1.5% among 140,000; AID 841, 2007; in the data active = protection mostly above about 24%, no sharp cut-off; inactive = mostly below about 26%; note: some compounds called inactive have numbers as strong as hits
HCT116 bCat-KO – primary screen for growth suppressors in beta-catenin knockout HCT116 cells (colon tumor, human); HCT116 beta-catenin knockout viability, CellTiter-Glo, 60 h; active compounds read low; hit rate 1.5% among 140,000; viability, % at 10 µM;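 active = viability at or under a set limit, the compound median less 4 SD, cut at about 6% in these data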;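 note: 0% = Hyamine 1622 control at 20 µM and 100% = untreated cell control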
E-sel TNF inh – E-selectin induction blockers in HUVEC – imaging, immunofluorescence, high content, primary screen. HUVEC TNFa-induced E-selectin immunofluorescence. hit rate 0.71% among 120,000. inhibition, % at 2 µM;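 active = inhibition above the batch mean plus 3 SD, and confirmed as a hit on visual image review, cut at about 43% in these data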;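 note: 0% = TNF-stimulated DMSO wells and 100% = unstimulated control wells; not every result past the cut was called active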
Yeast life ext – compounds extending yeast replicative lifespan, primary screen, S. cerevisiae, OD615; S. cerevisiae growth with nicotinamide; deaD strain in restrictive glucose medium; inhibition of the nicotinamide effect, % at 10 µM; hit rate 0.68% among 130,000; AID 775, 2007;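 active = inhibition above a set limit, placed 3 SD over the median of all compounds, cut at about 26% in these data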;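 note: 0% = nicotinamide-treated wells and 100% = cells grown without nicotinamide; some compounds called inactive have numbers as strong as hits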
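System: DeaD-strain S. cerevisiae / Buffer or medium: CSMM-D, restrictive glucose (dextrose) synthetic minimal medium / Probe or stimulus: nicotinamide, 1.5 mM, co-present with compound / Compound: one concentration, 10 µM, DMSO 0.25% / Incubation: 48 h compound exposure at 30 °C, humidified / Technique: optical density (absorbance) at 615 nm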
Yeast growth inh – growth inhibitors of yeast BB579 in restrictive medium, primary screen, yeast lifespan-shortening project, S. cerevisiae; OD615, 48 h; inhibition, % at 10 µM; hit rate 0.51% among 140,000; AID 804, 2007;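 active = inhibition above a set limit, 3 SD over the mean compound inhibition, cut at about 44% in these data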; note: inactives centre near -24
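Detection: OD615 turbidity measurement; Material: Saccharomyces cerevisiae DeaD strain BB579, replicative lifespan model yeast; Timing: 48 h exposure, 30 °C; Doses: single 10 µM dose; Medium: CSMM-D restrictive synthetic medium containing dextrose (glucose); Controls: amphotericin B at 10 µg/mL as positive control.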
Phagocyt inh – inhibitors of macrophage phagocytosis, primary screen, imaging, J774A.1 cells, IgG beads | J774A.1 macrophage IgG-bead phagocytosis | inhibition, % at 5 µM | hit rate 0.07% among 110,000 | AID 1029, 2008;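 active = inhibition above the mean of the plate negative controls plus 5 SD, cut at about 13% in these data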;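 note: phagocytic index as fraction of beads internalized from green versus red external bead signal; plate controls were DMSO negative control for no effect and cytochalasin-D positive control for full effect; some results beyond the cut were filed as inactive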
NPY Y2 blocker – NPY-Y2 receptor antagonists, primary screen, cell-based; Neuropeptide Y receptor type 2 (Homo sapiens), P49146; hit rate 0.99% among 140,000; inhibition, % at 2.7 µM; NPY-Y2 expressing cells, antagonist mode; AID 793, 2007; in the data active = inhibition above about 17%;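 note: 0% = vehicle with agonist challenge and 100% = reference antagonist with challenge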
Target sequence (P49146 whole entry, looked up): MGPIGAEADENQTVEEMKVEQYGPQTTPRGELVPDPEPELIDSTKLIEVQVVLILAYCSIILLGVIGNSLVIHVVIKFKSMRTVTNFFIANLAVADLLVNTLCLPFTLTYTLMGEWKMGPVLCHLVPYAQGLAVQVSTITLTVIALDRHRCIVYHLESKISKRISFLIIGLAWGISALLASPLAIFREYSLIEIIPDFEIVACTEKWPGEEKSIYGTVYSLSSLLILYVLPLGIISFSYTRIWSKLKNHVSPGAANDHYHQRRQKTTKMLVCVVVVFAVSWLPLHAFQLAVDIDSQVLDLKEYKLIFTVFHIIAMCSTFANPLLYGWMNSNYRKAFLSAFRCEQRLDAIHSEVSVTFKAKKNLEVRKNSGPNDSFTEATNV
* = called active by the depositor; nt = no result given; & = joins results of further samples.

#1 Cc1nnc(NC(=O)c2cc3n(n2)C(C(F)(F)F)CC(C2CC2)N3)s1 (stereo unspecified)
#2 Cc1ccc(OCC(=O)N/N=C\c2ccncc2)c(C)c1
#3 O=C(Nc1ccncc1)Nc1ccccn1
#4 Cc1c(NS(=O)(=O)c2ccc3c(c2)c(=O)n(C)c(=O)n3C)c(=O)n(-c2ccccc2)n1C
#5 Cc1cc(NC(=O)CSc2nnc(C(C)N(C)C)n2Cc2ccccc2)no1 (stereo unspecified)
#6 COc1cccc(N/C(SCc2ccccc2F)=C(/C#N)C(=O)NCc2cccs2)c1
#7 COc1cccc(S(=O)(=O)Nc2ccc(C(=O)N3CCOCC3)cc2)c1
#8 COc1ccc(C2=CSC3=C(C(=O)c4cccc(S(=O)(=O)N(C)C)c4)CCN23)cc1

| assay / compound | 1 | 2 | 3 | 4 | 5 | 6 | 7 | 8 |
| --- | --- | --- | --- | --- | --- | --- | --- | --- |
| HCT116 bCat-KO | 110 | 96 | 63 | 101 | 86 | 79 | 101 | 85 |
| Yeast life ext | -4 | -6 | 0 | 9 | -2 | 11 | -6 | 5 |
| E-sel TNF inh | -6 | 39 | -15 | 7 | -10 | nt | -8 | 0 |
| GALR2 antag | 2 | -24 | -8 | -2 | -8 | -1 | -13 | -9 |
| NPY Y2 blocker | -3 | 1 | 1 | 3 | 1 | 3 | 2 | 0 |
| Phagocyt inh | 1 | -8 | -2 | -1 | 0 | -1 | 1 | 0 |
| HCT116 PTEN-null | 107 | 106 | 61 | 92 | 104 | 71 | 96 | 90 |
| Measles CPE | 15 | 3 | 5 | 9 | 14 | 4 | 6 | 16 |
| MRP1 act | 1.2 | -2.7 | 1.0 | -1.0 | -0.2 | -3.9 | -1.4 | -1.3 |
| Yeast growth inh | -74 | -21 | 12 | -69 | -29 | -29 | 9 | -17 |

Reprinted from the part before: 4 compounds, followed by the next part.
#5 Cc1cc(NC(=O)CSc2nnc(C(C)N(C)C)n2Cc2ccccc2)no1 (stereo unspecified)
#6 COc1cccc(N/C(SCc2ccccc2F)=C(/C#N)C(=O)NCc2cccs2)c1
#7 COc1cccc(S(=O)(=O)Nc2ccc(C(=O)N3CCOCC3)cc2)c1
#8 COc1ccc(C2=CSC3=C(C(=O)c4cccc(S(=O)(=O)N(C)C)c4)CCN23)cc1
#9 CC1CCCN(C(=O)c2ccc3c(c2)C(=O)N(CCC2=CCCCC2)C3=O)C1 (stereo unspecified)
#10 COC(=O)c1ccc2c(c1)NC(=O)C(N1CCOCC1)S2 (stereo unspecified)
#11 O=C(CSc1nnc(-c2ccco2)o1)N1c2ccccc2CCc2ccccc21
#12 O=C(COC(=O)/C=C/c1ccccc1)NCCC1=CCCCC1
#13 O=C(COc1ccccc1F)N/N=C1\CCCc2ccccc21
#14 CC1=C(C(=O)Nc2ccc(F)cc2)C(c2ccncc2)C2=C(CCCC2=O)N1 (stereo unspecified)
#15 CCCC(C)C(=O)Nc1nc(C)c(-c2csc(Nc3cc(OC)ccc3OC)n2)s1 (stereo unspecified)
#16 C=CCOc1ccc(NC(=O)C2CC(=O)N(C(C)C)C2)cc1 (stereo unspecified)

| assay / compound | 5 | 6 | 7 | 8 | 9 | 10 | 11 | 12 | 13 | 14 | 15 | 16 |
| --- | --- | --- | --- | --- | --- | --- | --- | --- | --- | --- | --- | --- |
| HCT116 bCat-KO | 86 | 79 | 101 | 85 | 90 | 89 | 78 | 98 | 96 | 96 | 63 | 98 |
| Yeast life ext | -2 | 11 | -6 | 5 | 2 | -4 | -2 | -7 | -7 | -3 | -27 | -3 |
| E-sel TNF inh | -10 | nt | -8 | 0 | -5 | 17 | 0 | nt | nt | -3 | -32 | 6 |
| GALR2 antag | -8 | -1 | -13 | -9 | -18 | -7 | -11 | -8 | 1 | 4 | -8 | -18 |
| NPY Y2 blocker | 1 | 3 | 2 | 0 | 7 | 1 | 4 | 5 | 3 | 1 | 3 | 6 |
| Phagocyt inh | 0 | -1 | 1 | 0 | nt | 2 | 1 | -9 | -2 | nt | -2 | 1 |
| HCT116 PTEN-null | 104 | 71 | 96 | 90 | 91 | 84 | 77 | 98 | 92 | 100 | 48 | 98 |
| Measles CPE | 14 | 4 | 6 | 16 | 4 | 6 | 14 | 17 | 19 | 23 | 15 | 22 |
| MRP1 act | -0.2 | -3.9 | -1.4 | -1.3 | -0.6 | -4.0 | -0.9 | 1.2 | 1.6 | -3.0 | -4.0 | 0.1 |
| Yeast growth inh | -29 | -29 | 9 | -17 | -13 | 0 | -27 | 4 | -3 | -32 | -60 | -39 |

#17 CCOC(=O)CN1C(=O)C(O)=C(C(C)=O)C1c1ccc([N+](=O)[O-])cc1 (stereo unspecified)
#18 Cc1cccc(NC(=O)C2c3ccccc3C(=O)N3CCc4ccccc4C23)n1 (stereo unspecified)
#19 Cc1cc(=O)c2ccccc2s1
#20 CCS(=O)(=O)c1ccc(O)c(NC(=O)COc2ccc(OC)cc2)c1
#21 COC(=O)C1=C(C)NC(=O)/C1=C\c1cc(C)n(-c2cccc(C)c2)c1C
#22 CCOC(=O)CN(C(=O)CSc1nnc(CNc2ccc(C)cc2C)n1CC)c1ccccc1
#23 Cc1cc(NC2CCCCC2)nc(NCc2ccccc2)n1
#24 O=C1NCC(O)=C1C=NC12CC3CC(CC(C3)C1)C2

| assay / compound | 17 | 18 | 19 | 20 | 21 | 22 | 23 | 24 |
| --- | --- | --- | --- | --- | --- | --- | --- | --- |
| HCT116 bCat-KO | 93 | 91 | 96 | 85 | 54 | 77 | 2.6* | 91&95 |
| Yeast life ext | -3 | -4 | -10 | 1 | -20 | -5 | 2 | -10&3 |
| E-sel TNF inh | 5 | -27 | 12 | 7 | nt | 5 | -5 | -10&23 |
| GALR2 antag | -6 | -6 | 10 | 1 | -4 | -5 | 18 | -2&0 |
| NPY Y2 blocker | 0 | 3 | 1 | 5 | 4 | 6 | 24* | 15&2 |
| Phagocyt inh | 1 | -1 | nt | -7 | 0 | -1 | -5 | 0 |
| HCT116 PTEN-null | 95 | 92 | 101 | 104 | 53 | 82 | 3.2* | 97&102 |
| Measles CPE | 19 | 4 | 16 | 3 | 6 | 1 | 14 | 20&20 |
| MRP1 act | -0.5 | 0.1 | -0.9 | -1.1 | 2.9 | -3.1 | -5.4 | -0.7&-0.7 |
| Yeast growth inh | 8 | -17 | -14 | -50 | -44 | -10 | -34 | -38&-44 |

#25 CCOc1nc(NC(=O)NS(=O)(=O)c2cccc(Cl)c2)nc(-c2ccccc2)n1
#26 COc1ccc(NS(=O)(=O)c2ccc3nc(COc4cccc5ccccc45)[nH]c3c2)cc1
#27 Clc1ncccc1-c1nc2ccccc2n1Cc1ccccc1
#28 Nn1c(Cc2ccccc2F)nnc1SCn1nnc2ccccc2c1=O
#29 Cc1ccc(OCc2nnc(SCC(=O)Nc3cc(C)on3)n2C)cc1
#30 O=[N+]([O-])c1cccnc1N1CCC(c2cc(-c3ccc(Cl)cc3)n[nH]2)CC1
#31 Cn1c(=O)c2c(nc(Oc3ccccc3)n2C)n(C)c1=O
#32 Cc1cc(C)nc(SCCN2CCOCC2)n1

| assay / compound | 25 | 26 | 27 | 28 | 29 | 30 | 31 | 32 |
| --- | --- | --- | --- | --- | --- | --- | --- | --- |
| HCT116 bCat-KO | 100 | 44 | 88 | 113 | 97 | 9 | 97 | 102 |
| Yeast life ext | -5 | 2 | -14 | -2 | 3 | -5 | -17 | -10 |
| E-sel TNF inh | nt | 25 | 4 | nt | 13 | 23 | -18 | -2 |
| GALR2 antag | 6 | 5 | 6 | -4 | 18 | -15 | -2 | -7 |
| NPY Y2 blocker | 0 | -2 | 2 | -2 | 3 | -3 | 3 | -2 |
| Phagocyt inh | nt | -3 | nt | 0 | -2 | 2 | -1 | 0 |
| HCT116 PTEN-null | 104 | 39 | 82 | 95 | 91 | 10 | 98 | 96 |
| Measles CPE | 4 | 10 | 22 | 11 | 35 | 6 | 18 | 5 |
| MRP1 act | 0.1 | -3.8 | -4.1 | -0.8 | -1.9 | -2.8 | -0.9 | 0.0 |
| Yeast growth inh | -4 | -23 | -28 | -6 | -28 | -56 | -15 | -41 |

Retrieved by structure from the entries so far (6):
#28 Nn1c(Cc2ccccc2F)nnc1SCn1nnc2ccccc2c1=O
#25 CCOc1nc(NC(=O)NS(=O)(=O)c2cccc(Cl)c2)nc(-c2ccccc2)n1
#32 Cc1cc(C)nc(SCCN2CCOCC2)n1
#29 Cc1ccc(OCc2nnc(SCC(=O)Nc3cc(C)on3)n2C)cc1
#26 COc1ccc(NS(=O)(=O)c2ccc3nc(COc4cccc5ccccc45)[nH]c3c2)cc1
#30 O=[N+]([O-])c1cccnc1N1CCC(c2cc(-c3ccc(Cl)cc3)n[nH]2)CC1

| assay / compound | 28 | 25 | 32 | 29 | 26 | 30 |
| --- | --- | --- | --- | --- | --- | --- |
| HCT116 bCat-KO | 113 | 100 | 102 | 97 | 44 | 9 |
| Yeast life ext | -2 | -5 | -10 | 3 | 2 | -5 |
| E-sel TNF inh | nt | nt | -2 | 13 | 25 | 23 |
| GALR2 antag | -4 | 6 | -7 | 18 | 5 | -15 |
| NPY Y2 blocker | -2 | 0 | -2 | 3 | -2 | -3 |
| Phagocyt inh | 0 | nt | 0 | -2 | -3 | 2 |
| HCT116 PTEN-null | 95 | 104 | 96 | 91 | 39 | 10 |
| Measles CPE | 11 | 4 | 5 | 35 | 10 | 6 |
| MRP1 act | -0.8 | 0.1 | 0.0 | -1.9 | -3.8 | -2.8 |
| Yeast growth inh | -6 | -4 | -41 | -28 | -23 | -56 |

Further entries follow.
#33 COc1cc(CCC(=O)Nc2cccc(S(=O)(=O)N(C)C)c2)cc(OC)c1OC
#34 O=C(CSc1ncc(-c2ccc(F)cc2)[nH]1)NCc1ccco1
#35 C/C(=N/NC(=O)OC(C)(C)C)c1ccco1
#36 CCOC(=O)N1CCC(N2CCN(S(=O)(=O)c3ccc(Cl)cc3)CC2)CC1
#37 CCc1nnc(NC(=O)C2CCCN2S(=O)(=O)c2ccc(C)cc2)s1 (stereo unspecified)

| assay / compound | 33 | 34 | 35 | 36 | 37 |
| --- | --- | --- | --- | --- | --- |
| HCT116 bCat-KO | 88 | 86 | 88 | 84 | 89 |
| Yeast life ext | 2 | -12 | -2 | -1 | -9 |
| E-sel TNF inh | -24 | -12 | nt | 15 | -9 |
| GALR2 antag | 7 | 2 | 9 | -11 | 1 |
| NPY Y2 blocker | 2 | 3 | 3 | 0 | 1 |
| Phagocyt inh | -1 | -1 | -4 | 0 | 1 |
| HCT116 PTEN-null | 87 | 85 | 89 | 87 | 84 |
| Measles CPE | 7 | 6 | 8 | 3 | 16 |
| MRP1 act | -1.0 | -1.3 | 1.5 | -4.7 | 6.8* |
| Yeast growth inh | -20 | -12 | -15 | -46 | -17 |
